From PubChem
Phagocyt inh – blocks phagocytosis by macrophages; J774A.1 macrophage IgG-bead phagocytosis, imaging; inhibition, % at 5 µM; actives 0.07% (n = 110,000);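 active = inhibition above the mean of the plate negative controls plus 5 SD, cut at about 13% in these data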;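 note: phagocytic index as fraction of beads internalized from green versus red external bead signal; plate controls were DMSO negative control for no effect and cytochalasin-D positive control for full effect; some results beyond the cut were filed as inactive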
PTEN del growth – PTEN-deleted cell growth suppression; HCT116 PTEN-null viability, CellTiter-Glo, 60 h; hits give low values; viability, % at 10 µM; actives 1.2% (n = 140,000); AID 827;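 active = viability at or below a set limit, 4 SD under the median of all tested compounds, cut at about 3.7% in these data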;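 note: PTEN knockout HCT116 line with beta catenin targeted HCT116 as companion control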
Measles CPE – protection of cells from measles virus | Measles virus-infected cells, CPE protection, absorbance | protection (pct of control), % at 4 µM | actives 1.5% (n = 140,000) | AID 841; in the data active = protection mostly above about 24%, no sharp cut-off; inactive = mostly below about 26%; note: some compounds called inactive have numbers as strong as hits
MRP-1 activ – MRP-1 activation. H69AR cells + doxorubicin, viability rescue, CellTiter-Glo. viability increase, % at 10 µM. actives 0.61% (n = 140,000);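 active = viability gain under doxorubicin at or above a set limit, the compound median plus 3 SD, cut at about 4.7% in these data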;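 note: MRP-1 overexpressing cells given doxorubicin 25 µM after compound pretreatment; 18-22 h compound pretreatment then 72 h with doxorubicin before readout; 0% = doxorubicin-only wells and 100% = vehicle-treated cells without doxorubicin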
bCat KO growth – beta-catenin-lacking colon tumor cell growth suppression | HCT116 beta-catenin knockout viability, CellTiter-Glo, 60 h; hits give low values | viability, % at 10 µM | actives 1.5% (n = 140,000);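 active = viability at or under a set limit, the compound median less 4 SD, cut at about 6% in these data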;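 note: 0% = Hyamine 1622 control at 20 µM and 100% = untreated cell control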
Yeast life ext – yeast lifespan extension | actives 0.68% (n = 130,000) | inhibition of the nicotinamide effect, % at 10 µM | S. cerevisiae growth with nicotinamide, OD615; deaD strain in restrictive glucose medium;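 active = inhibition above a set limit, placed 3 SD over the median of all compounds, cut at about 26% in these data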;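 note: 0% = nicotinamide-treated wells and 100% = cells grown without nicotinamide; some compounds called inactive have numbers as strong as hits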
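Assay system: engineered S. cerevisiae DeaD replicative-lifespan strain, galactose-grown log-phase cells; medium: restrictive CSMM-D dextrose medium; also added: nicotinamide, 1.5 mM, co-present with compound; schedule: 48 h compound exposure at 30 °C, humidified; detection: absorbance at 615 nm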
NPY Y2 blocker – blocks the human neuropeptide Y Y2 receptor; NPY-Y2 expressing cells, antagonist mode; inhibition, % at 2.7 µM; actives 0.99% (n = 140,000); AID 793; P49146; in the data active = inhibition above about 17%;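 note: 0% = vehicle with agonist challenge and 100% = reference antagonist with challenge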
Target sequence (P49146 whole entry, looked up): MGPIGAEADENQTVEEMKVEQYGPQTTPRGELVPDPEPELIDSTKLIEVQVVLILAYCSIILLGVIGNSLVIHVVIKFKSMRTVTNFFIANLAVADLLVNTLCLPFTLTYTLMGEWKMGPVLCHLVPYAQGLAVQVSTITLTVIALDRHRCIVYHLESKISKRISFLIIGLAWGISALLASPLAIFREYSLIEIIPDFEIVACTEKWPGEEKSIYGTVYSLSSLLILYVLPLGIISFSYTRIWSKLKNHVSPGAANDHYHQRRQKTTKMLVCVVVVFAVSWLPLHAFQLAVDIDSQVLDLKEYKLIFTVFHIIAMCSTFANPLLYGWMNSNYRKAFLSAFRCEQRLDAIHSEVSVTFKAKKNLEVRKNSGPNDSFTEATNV
Yeast growth inh – reduces growth of yeast BB579 in restrictive medium; S. cerevisiae BB579 growth, OD615, 48 h; inhibition, % at 10 µM; actives 0.51% (n = 140,000); AID 804;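 active = inhibition above a set limit, 3 SD over the mean compound inhibition, cut at about 44% in these data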; note: inactives centre near -24
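System: Saccharomyces cerevisiae DeaD strain BB579, replicative lifespan model yeast. Buffer or medium: restrictive glucose-based CSMM-D medium. Doses: one dose, 10 µM compound with 0.25% DMSO. Timing: 4 h preincubation and 48 h exposure at 30 °C. Detection: turbidity as optical density at 615 nm. Benchmarks: amphotericin B 10 µg/mL, positive.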
E-sel TNF inh – TNF alpha driven E-selectin expression inhibition | HUVEC TNFa-induced E-selectin immunofluorescence, high content | inhibition, % at 2 µM | actives 0.71% (n = 120,000);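 active = inhibition above the batch mean plus 3 SD, and confirmed as a hit on visual image review, cut at about 43% in these data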;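 note: 0% = TNF-stimulated DMSO wells and 100% = unstimulated control wells; not every result past the cut was called active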
GALR2 blocker – GALR2 (human) receptor antagonism; GALR2-expressing cells, antagonist mode; inhibition, % at 4 µM; actives 0.39% (n = 140,000); AID 828; in the data active = inhibition above about 27%;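 note: cells stimulated with galanin 1-16 at roughly its EC80; 0% = agonist challenge control and 100% = basal control without agonist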
Target sequence (O43603 whole entry, looked up): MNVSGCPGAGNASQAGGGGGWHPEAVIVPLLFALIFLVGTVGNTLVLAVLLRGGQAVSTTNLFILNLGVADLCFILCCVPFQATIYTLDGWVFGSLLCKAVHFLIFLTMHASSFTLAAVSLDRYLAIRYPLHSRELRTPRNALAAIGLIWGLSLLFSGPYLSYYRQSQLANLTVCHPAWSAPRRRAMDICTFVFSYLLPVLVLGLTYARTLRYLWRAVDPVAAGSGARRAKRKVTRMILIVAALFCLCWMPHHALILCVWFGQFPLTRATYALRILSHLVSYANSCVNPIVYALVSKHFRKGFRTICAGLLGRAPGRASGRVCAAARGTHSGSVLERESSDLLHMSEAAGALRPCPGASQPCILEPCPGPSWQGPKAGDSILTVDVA
* = called active by the depositor; x = no result given.

SMILES	Phagocyt inh	PTEN del growth	Measles CPE	MRP-1 activ	bCat KO growth	Yeast life ext	NPY Y2 blocker	Yeast growth inh	E-sel TNF inh	GALR2 blocker
Cc1ccc(S(=O)(=O)n2ccnc2)cc1C	0	104	4	-0.1	105	-8	x	-17	x	x
Cc1cc(C)n(-c2nc3ccccc3n3cnnc23)n1	-2	95	7	1.2	92	-7	0	-7	34	0
O=S(=O)(c1ccc(S(=O)(=O)N2CCCC2)cc1)N1CCCCCC1	-1	99	14	-1.5	95	-8	-2	-35	x	-4
O=S(=O)(c1cccc2ccccc12)n1nnc2ccccc21	x	102	21	-0.1	100	-5	1	11	-8	-14
CCOC(=O)Cc1cnc(NC(=O)Cn2nnc(-c3ccc(OCC)cc3)n2)s1	-1	96	6	-0.7	91	-4	5	-12	x	1
CCOc1ccc(C(=O)CN2CCN(S(=O)(=O)c3ccc(Br)cc3)CC2)cc1	0	76	21	0.0	86	-13	0	10	21	-6
Cc1ccc(-n2c(N)c(C(=O)Nc3c(C)n(C)n(-c4ccccc4)c3=O)c3nc4ccccc4nc32)cc1C	-12	17	8	-6.3	40	13	-1	-9	x	-15
Cc1ccc(Cl)c(NC(=O)COC(=O)CNS(=O)(=O)/C=C/c2ccccc2)c1Cl	4	103	14	-0.4	97	-3	2	-28	-2	-2
NC(=O)c1cc(-c2ccccc2)sc1NC(=O)Cc1ccc(S(=O)(=O)N2CCOCC2)s1	-1	97	6	-4.2	99	-24	-4	-40	-20	-8
Cn1c(SCc2nc(-c3ccccc3)no2)nnc1-c1cccs1	x	106	12	-2.0	92	x	4	2	17	-11
O=Nc1c(O)[nH]c2c(F)cccc12	-4	82	7	-0.9	79	1	1	-17	11	7
O=C(Nc1nnc(CSCc2ccccc2F)s1)c1cccc([N+](=O)[O-])c1	-1	92	23	-2.1	84	-3	2	-30	x	2
CCCCNC(=O)COC(=O)c1cc(C)nc2ccccc12	-1	104	16	-0.6	91	-1	7	-4	9	-7
Cc1cc(NC(=O)c2c(F)c(F)c(F)c(F)c2F)no1	0	71	12	-2.4	80	-4	0	-40	-16	8
CCOc1ccc(N2CC(C(=O)NCCCN3CCOCC3)CC2=O)cc1 (centres undefined)	0	96	2	-0.8	94	-14	3	3	50*	-17
CCC(=O)Nc1ccc(C(=O)Nc2cccc(OC)c2)cc1	0	91	9	-2.6	90	-2	1	-8	-11	1
COc1cccc(NC(=O)CSc2nc3c(c(-c4ccco4)c2C#N)CCCC3)c1	x	98	6	-0.2	100	-5	1	-16	-3	-2
Fc1ccc2nc(Nc3nc4c(F)cccc4s3)sc2c1	-9	80	12	-2.9	67	-3	6	-3	-21	-1
Cn1c(NC(=O)C2c3ccccc3Oc3ccccc32)cc(=O)n(C)c1=O	0	57	14	-3.5	60	-14	-3	-11	17	8
Cc1ccc(C2=NN=C(NC(=O)CSc3nnc4c5ccccc5n(C)c4n3)SC2)cc1	-4	41	14	-4.7	61	-1	4	-31	-11	-7
Cc1nc(N)sc1-c1csc(Nc2ccccc2)n1	0	88	0	-5.8	86	-11	-4	-10	1	20
CCCCC(CCC(=O)Nc1ccc(C(=O)OCC)cc1)C(=O)O (centres undefined)	x	92	16	-0.7	88	-5	5	4	-13	0
CC(=O)C(Sc1nc(N2CCOCC2)nc(N2CCOCC2)n1)C(=O)Nc1ccccc1 (centres undefined)	1	84	4	-3.2	87	-7	-1	-27	-3	4
COc1cccc(NC(=S)N(CCN(C)C)C(C)c2ccco2)c1 (centres undefined)	-7	93	5	-1.5	93	1	-1	-1	-18	7
O=C(c1ccc([N+](=O)[O-])cc1)N1CCN(C(=O)c2cccs2)CC1	-2	93	7	-1.1	88	2	2	-21	x	8
CN(C)c1ccc(CNC(=O)C2CCN(S(=O)(=O)c3ccc4c(c3)CCC(=O)N4)CC2)cc1	x	81	3	-2.3	87	-13	1	-21	38	-6
CCCCCc1c(C)nc(Nc2ccc(F)cc2)[nH]c1=O	-3	6	3	0.3	6	18	0	-30	x	-10
O=C(N/N=C/c1ccco1)C1COc2ccccc2O1 (centres undefined)	-1	96	10	2.4	90	-4	5	-30	-9	-14
CC1CN(C(=O)C(C)Sc2nc3ccccc3s2)CC(C)O1 (centres undefined)	1	97	10	-1.5	99	-8	2	-33	-4	-5
CC(C)CC(COCc1ccc(Cl)cc1)N1CCN(C(=O)c2cccc(C(F)(F)F)c2)CCC1=O (centres undefined)	x	62	36	-2.1	55	2	4	1	-7	-6
CC(=O)NC1C(=O)Nc2c(C)cc(C)cc21 (centres undefined)	-2	96	7	-2.5	96	-8	-3	-18	-18	-5
Cc1nc2ccc(S(=O)(=O)NCC(=O)N3CCOCC3)cc2s1	0	102	6	-0.8	106	1	1	-4	x	-4
CCC(=O)Nc1ccccc1-c1nnn(CC(=O)N2c3ccccc3CC2C)n1 (centres undefined)	-1	93	6	-3.4	96	-4	6	-8	20	-10
CCOC(=O)COc1ccc(S(=O)(=O)N2CCN(c3ccccc3F)CC2)cc1	-1	85	17	-0.3	72	-9	1	-23	-16	-17
CCOc1ccc(C(=O)NCCCN(CC)CC)cc1	-2	88	25	0.2	94	-8	2	-14	-24	-1
COc1ccccc1N1CCN(c2nc(N)c(C#N)c(CC#N)c2C#N)CC1	0	79	5	-1.7	77	-19	0	-14	1	-5
O=C(NCc1ccc2c(c1)OCO2)C1CC(c2cccc(Br)c2)=NO1 (centres undefined)	-3	102	12	-0.2	113	-17	14	-44	-1	0
CN1/C(=C\C(=S)NC(=O)c2cccc(Br)c2)C(C)(C)c2ccccc21	-1	12	13	-2.6	11	-3	8	22	x	-2
COc1ccccc1NS(=O)(=O)c1cccc(C(=O)N/N=C/c2c(C)nn(-c3ccccc3)c2N2CCCC2)c1	-8	82	4	-3.9	87	-1	-1	3	15	5
CC(=O)Nc1cc(C(=O)N2CCN(C)CC2)ccc1Sc1ccc(C)cc1	0	103	8	-1.1	99	1	2	-23	35	-14
Cc1cc(NC(=O)c2ccccc2)ncc1NC(=O)c1ccco1	0	92	38	-4.2	94	-34	5	-48	46	6
Cc1ccc(S(=O)(=O)N2c3ccccc3-c3c(ssc3=S)C2(C)C)cc1	-10	66	15	-3.2	72	11	-2	-4	-33	6
Cc1c(Cl)cccc1-c1ccc(/C=N/n2cnnc2)o1	0	87	18	-0.6	90	-7	1	-4	21	-17
Cc1ccc(-c2noc(/C=C/c3ccccc3)n2)cc1	x	97	10	1.4	91	-3	5	-31	-5	-10
Cc1nc2cc(Nc3nnc(-c4ccccc4)c4ccccc34)ccc2n1C	-3	87	17	-1.3	97	-8	-1	-30	-18	3
CSc1nnc(-c2sc3cc(C(F)(F)F)cnc3c2-c2cccnc2)n1C	0	78	18	-0.2	94	-11	-3	-11	18	5
Cc1ccc(S(=O)(=O)n2ccc(-c3ccc(OCc4c(F)cccc4Cl)cc3)n2)cc1	x	75	13	3.9	86	1	9	-27	-22	-1
CCOc1ccc(-c2nc(-c3ccccc3C)no2)cc1	0	x	x	x	x	x	5	x	-4	-2
CCOc1ccc2[nH]c(=O)c(C(c3nnnn3CC3CCCO3)N3CCc4ccccc4C3)cc2c1 (centres undefined)	x	51	30	-2.9	55	-6	9	-19	x	2
CCOC(=O)c1ccc(NC(=O)C23CCC(C)(C(=O)O2)C3(C)C)cc1 (centres undefined)	-2	100	3	1.2	95	x	2	-20	-17	5
c1ccc(-c2nnc3sc(CN4CCc5ccccc54)cn23)cc1	x	78	4	-1.1	80	-15	3	-34	-18	18
C=CCSc1nc2c(c(C3CC=CCC3)c1C#N)CCC2 (centres undefined)	x	98	18	-2.0	71	x	-1	-41	-8	4
CCCCn1c(/N=C/c2ccc3c(c2)OCO3)nc2ccccc21	0	93	24	-1.6	94	18	3	-41	7	-14
O=C(COc1cccc(C(F)(F)F)c1)NCCCN1CCCC1=O	1	105	4	-0.9	101	-4	2	-76	-3	5
C=CCNC(=O)c1ccccc1NC(=O)c1ccc(Cl)c(S(=O)(=O)Nc2cc(C)ccc2C)c1	0	62	2	3.9	72	-15	3	-7	-49	3
Cc1nnc(SCC(=O)NC(=O)NC(C)(C)C)n1N	0	99	6	-0.6	101	-6	-1	-36	19	1
Cc1cc(=O)oc(C)c1C(=O)NCCCN1C(C)CCCC1C (centres undefined)	1	99	13	-1.9	92	-8	2	-11	0	3
O=C(O)/C=C/C(=O)Nc1ccccc1SC(F)(F)F	-9	110	14	-3.6	94	2	1	-26	x	10
NC(=O)c1c(NC(=O)CN2CCCC2)sc2c1CCCC2	0	93	5	-0.6	105	-19	2	-47	-17	-8
CCOC(=O)/C(C(N)=NCCO)=C(/O)c1ccccc1	0	108	12	0.0	97	8	1	-40	14	-9

(list continues)
SMILES	Phagocyt inh	PTEN del growth	Measles CPE	MRP-1 activ	bCat KO growth	Yeast life ext	NPY Y2 blocker	Yeast growth inh	E-sel TNF inh	GALR2 blocker
Cc1cccc(N/N=C2/COC(C)(C)CC2=O)c1	x	91	4	1.5	97	-2	3	-40	x	2
CCCOc1ccc(/C=C/C(=O)Nc2ccc([N+](=O)[O-])cc2C)cc1OC	x	75	9	-0.7	90	-10	1	-36	-17	6
Cc1sc2ncn(CCC(=O)O)c(=O)c2c1C	0	89	8	0.7	94	-7	1	-35	1	-3
Cc1ccc(OCc2nnc(SCCN3CCOCC3)n2C)cc1	-3	94	0	0.7	85	-5	5	-9	29	4
O=C(Nc1nccs1)C1Cc2ccccc2CN1S(=O)(=O)c1ccc(F)cc1 (centres undefined)	-3	61	4	-3.2	62	-7	-2	-37	20	3
COc1ccc(OC)c(NC(=O)CSc2nnc(Cn3c(=O)sc4ccccc43)n2C)c1	x	101	16	-2.5	91	-2	6	-34	-22	14
O=C(CNCc1ccc(F)cc1)Nc1ccccc1-c1ccccc1	5	78	6	-3.5	78	5	5	-21	x	15
Nc1ccc2c(c1)C(=O)C(=O)c1ccccc1-2	1	1.1*	0	-2.6	1.0*	-17	48*	32	2	17
COc1ccccc1NS(=O)(=O)c1ccc2c(c1)n(C)c(=O)n2C	-1	82	13	-3.3	77	-5	-1	-34	x	15
CS(=O)(=O)N(CC(=O)NC1CCCCCC1)Cc1ccccc1	1	82	31	-4.5	87	-17	4	9	30	-1
O=C(Nc1ccccc1C(=O)O)c1ccc(Br)o1	-2	102	2	-0.6	98	2	0	-27	10	-10
COc1ccc(CNC(=O)COC(=O)[C@H](Cc2c[nH]c3ccccc23)NC(=O)c2cccs2)cc1	-10	79	26	0.8	85	-5	0	-33	21	8
O=C(NCCC1=CCCCC1)c1ccc([N+](=O)[O-])cc1	x	87	2	1.7	84	-1	2	-3	x	-10
